Compound activity as filed in PubChem.
HCV inh – inhibitors of hepatitis C virus infection. Huh7.5.1 HCVcc-Cre infection, luciferase reporter, 44 h. Potency, µM (doses to about 41.8 µM), without a hit: top-dose activity change, negative = inhibition, usual class: inhibitors. 340,000 tested, 3.4% active
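Cells seeded at 1,000/well and cultured 4 h, then compounds added followed by HCVcc-Cre virus (~0.5 moi). After 44 h further culture, luciferase substrate was added, plates held 15 min at room temperature, and luminescence read for 15 sec.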
TbPYK inhibitor – T. brucei pyruvate kinase inhibition. Q57TT1. TbPYK enzyme, Kinase-Glo Plus ATP luminescence, 45 min. Potency, µM (series often up to 76.8 µM), without a hit: top-dose activity, negative = inhibition, hits mostly inhibitors. 410,000 tested, 0.12% active; note: nearly all actives have a fitted effect of over 50% in size
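Activity of T. brucei pyruvate kinase was followed by Kinase-Glo Plus luminescence after the enzyme reacted 45 min at room temperature with 130 uM ADP (final) and substrate. Test compounds were added before ADP at multiple concentrations.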
Pf growth 48h – P. falciparum growth inhibition at 48 hours (one generation) | Potency, µM (titrated, usually from 28.7 µM), for inactives: at the top dose activity change, negative = inhibition, actives largely listed as inhibitors | 310,000 tested, 5.9% active | P. falciparum luciferase growth in erythrocytes, 48 h
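Luciferase-expressing parasites in RBCs, 2% Hct / 0.1% parasitemia final; RPMI 1640 + 0.5% Albumax; 37 C, 5% CO2, one generation; luminescence read-out, lower signal = inhibition.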
Sm TGR block – inhibitors of Schistosoma mansoni thioredoxin glutathione reductase | 360,000 tested, 3% active | AID 485364 | purified TGR, DTNB reduction, TNB absorbance 405 nm | Potency, µM (doses to about 114 µM), inactives show top-dose activity change, negative = inhibition, actives largely listed as inhibitors; note: nearly all actives have a fitted effect of over 60% in size
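Kinetic colorimetric format: TGR-catalysed, NADPH-driven DTNB reduction monitored via TNB absorbance. Enzyme dispensed at 20 nM; compound exposure 15 min at room temperature before reaction start.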
Pf growth 96h – inhibits malaria parasite growth, 96 h | P. falciparum luciferase reporter growth, 96 h | Potency, µM (titrated, usually from 28.7 µM), for inactives: top-dose activity change, negative = inhibition, actives largely listed as inhibitors | 320,000 tested, 6.9% active | AID 504834
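Readout is luminescence from an integrated firefly luciferase in P. falciparum. Red cells, 2% hematocrit and 0.05% parasitemia final, were cultured with compound through two parasite generations (96 hours) at 37 C, 5% CO2.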
LmPK inh – inhibitors of Leishmania mexicana pyruvate kinase; Q27686; purified LmPK, Kinase-Glo ATP luminescence, 1 h; Potency, µM (titrated, usually from 57.5 µM), for the others: at the top dose activity change, negative = inhibition, usual class: inhibitors; 290,000 tested, 0.37% active; AID 1721
Target sequence (Q27686 whole entry, looked up): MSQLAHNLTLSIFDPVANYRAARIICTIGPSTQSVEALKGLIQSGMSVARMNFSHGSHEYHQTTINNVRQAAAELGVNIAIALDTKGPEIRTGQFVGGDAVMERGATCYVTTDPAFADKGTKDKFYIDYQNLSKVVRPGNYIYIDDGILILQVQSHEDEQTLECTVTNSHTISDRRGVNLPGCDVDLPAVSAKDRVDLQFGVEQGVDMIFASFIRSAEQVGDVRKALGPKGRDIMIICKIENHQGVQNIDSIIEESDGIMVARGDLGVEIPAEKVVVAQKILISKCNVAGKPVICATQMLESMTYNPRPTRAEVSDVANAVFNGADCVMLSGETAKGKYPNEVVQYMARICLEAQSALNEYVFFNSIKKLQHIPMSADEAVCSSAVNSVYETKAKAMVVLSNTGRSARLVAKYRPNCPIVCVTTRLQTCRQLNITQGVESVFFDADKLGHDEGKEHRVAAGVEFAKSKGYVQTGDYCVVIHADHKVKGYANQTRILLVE
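Purified LmPK (0.1 nM) with 0.5 mM PEP and 0.1 mM ADP in imidazole buffer pH 7.2 with MgCl2/KCl, 1 h at room temperature. ATP formed was read by luciferase luminescence and normalized to no-enzyme and uninhibited controls.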
The depositor's hits bear a star; ? = inconclusive; nt = not tested or not shown; & = joins results of further samples; [ ] = remark or other dose. Calls come from the whole dose curve; as a rule, active = well fitted curve in the direction sought with a large enough effect; inconclusive = small, poorly fitted or top-dose-only effect, or another doubt; inactive = no such curve, though single readings can be large; an effect the other way counts as inactive or inconclusive. % is set by controls: 0 for no effect and ±100 for the full control effect; potency is the fitted concentration of half-maximal effect.

1	S=c1nc[nH]c2c1sc1nc(-c3ccccc3)c3c(c12)CCCC3
2	O=C(CC1CCCCC1)Nc1ccc(-c2ccc3nncn3n2)cc1
3	CSc1sc(C(=O)NCC2CC2)c(-c2cccs2)c1C#N
4	CC(C)COc1ccc(C(=O)Nc2ccc(NC(=O)c3ccco3)c(Cl)c2)cc1
5	O=C(Nc1ccnn1C1CCN(C(=O)c2ccc(F)cc2)CC1)C1CCOC1 (stereo not given)
6	CC1(C)CC(=O)c2c(O)c(-c3ccccc3)c(=O)n(-c3ccccc3)c2C1
7	COc1cc(CN2CCN(CCCc3ccccc3)CC2CCO)cc(OC)c1 (stereo not given)
8	O=C(CSc1nnc(NC(=O)C2CC2)s1)NCc1ccccc1

| entry no. | 1 | 2 | 3 | 4 | 5 | 6 | 7 | 8 |
| --- | --- | --- | --- | --- | --- | --- | --- | --- |
| HCV inh | -2.6% | 19.9% | -14.9% | -7.8% | nt | 0.7% | -9.8% | -0.2% |
| TbPYK inhibitor | 8.8% | -7.8% | 1.6% | -0.3% | 2.7% | -0.4% | 1.9% | 0.0% |
| Pf growth 48h | ? | -8.5% | 6.3% | nt | 13.2% | 0.9% | 0.0% | 6.4% |
| Sm TGR block | 4.8% | 11.9% | 16.9% | 5.6% | 1.8% | -0.7% | ? | 1.0% |
| Pf growth 96h | ? | -23.3% | -1.3% | 393.6%[activator] | 6.3% | ? | 1.6% | 0.7% |
| LmPK inh | -0.8% | -2.5% | 3.3% | 5.0% | 0.7% | -6.5% | 3.0% | -7.1% |

The final 4 records of the section above come first, to join the parts.
5	O=C(Nc1ccnn1C1CCN(C(=O)c2ccc(F)cc2)CC1)C1CCOC1 (stereo not given)
6	CC1(C)CC(=O)c2c(O)c(-c3ccccc3)c(=O)n(-c3ccccc3)c2C1
7	COc1cc(CN2CCN(CCCc3ccccc3)CC2CCO)cc(OC)c1 (stereo not given)
8	O=C(CSc1nnc(NC(=O)C2CC2)s1)NCc1ccccc1
9	COc1ccc(C)cc1NC(=O)C1CCN(C(=O)C2CC(=O)N(c3ccc(C)cc3)C2)CC1 (stereo not given)
10	CCOC(=O)N1c2ccccc2C=CC1OCC (stereo not given)
11	COc1ccccc1OCC(=O)Nc1cccc(S(=O)(=O)NC2=NCCCCC2)c1
12	C[C@@H]1CC=C[C@H]2[C@H]1C(=O)N(Cc1ccccc1)[C@H]2c1ccc(C(F)(F)F)cc1
13	O=c1[nH]c(=S)n(C2CC2)c(O)c1/C=N/N1CCOCC1
14	COc1cc(/C=C2\C(=O)N(c3ccccc3)N=C2C)ccc1Oc1ccc([N+](=O)[O-])cc1[N+](=O)[O-]
15	Cc1c(NC(=O)c2ccc(N3C(=O)C4C5C=CC(C5)C4C3=O)cc2)c(=O)n(-c2ccccc2)n1C (stereo not given)
16	COc1cc(C(=O)N2CCC(NC(=O)C(Cc3ccccc3)NC(C)=O)CC2)cc(OC)c1OC (stereo not given)

| entry no. | 5 | 6 | 7 | 8 | 9 | 10 | 11 | 12 | 13 | 14 | 15 | 16 |
| --- | --- | --- | --- | --- | --- | --- | --- | --- | --- | --- | --- | --- |
| HCV inh | nt | 0.7% | -9.8% | -0.2% | -2.7% | 1.2%[8.37 µM] | 6.9%[8.37 µM] | ? | 34.5%[activator] | 34.2%[activator] | 14.0% | 11.6% |
| TbPYK inhibitor | 2.7% | -0.4% | 1.9% | 0.0% | 3.7% | nt | 1.2% | 3.5% | 3.9% | -4.7% | 0.5% | 0.6% |
| Pf growth 48h | 13.2% | 0.9% | 0.0% | 6.4% | 6.7% | -34.6% | -5.3% | ? | 21.7% | -17.1% | 11.7% | ? |
| Sm TGR block | 1.8% | -0.7% | ? | 1.0% | -7.7% | -9.4% | 2.0% | ? | -2.3% | 14.1µM* | 5.1% | -1.5% |
| Pf growth 96h | 6.3% | ? | 1.6% | 0.7% | 29.1% | -2.4% | -18.1% | ? | 6.9% | 10.4µM* | 32.8%[activator] | 11.7µM* |
| LmPK inh | 0.7% | -6.5% | 3.0% | -7.1% | 3.5% | 0.1% | nt | -1.1% | -7.9% | 0.8% | -4.0% | 1.9% |

17	CCOC(=O)N1CCN(C(=O)CCC(=O)N2CCOc3ccc(C)cc32)CC1
18	OCC[C@H]1C[C@H](O)[C@@H](O)[C@]2(CCCc3ccccc3O2)O1
19	O=C(Cc1c(O)c2ccccc2[nH]c1=O)N(Cc1ccccc1)Cc1ccccc1
20	O=C(Nc1c[nH]c(=O)[nH]c1=O)c1ccc([N+](=O)[O-])cc1
21	CCOC(=O)C1CCN(C(=S)Nc2ccc(C)cc2)CC1
22	COc1ccc(C(=O)NC(=S)N2CCNC(=O)C2CC(=O)OC(C)C)cc1 (stereo not given)
23	CCCC(=Nc1ccccc1)C1=C(O)C(C(=O)OC)C(C)(C)CC1=O (stereo not given)
24	O=C(NC1CCS(=O)(=O)C1)c1cccc(S(=O)(=O)N2CCCCCC2)c1 (stereo not given)

| entry no. | 17 | 18 | 19 | 20 | 21 | 22 | 23 | 24 |
| --- | --- | --- | --- | --- | --- | --- | --- | --- |
| HCV inh | 8.1% | 10.5% | -27.9% | 18.6% | 8.5% | 8.4% | 14.6% | 8.3% |
| TbPYK inhibitor | -5.1% | -1.2% | 10.0% | -2.2% | -3.5% | -21.2% | -2.7% | -4.2% |
| Pf growth 48h | ? | -21.1% | 7.1% | 28.1% | ? | 12.5% | 6.7% | 145.6%[activator] |
| Sm TGR block | 1.4% | -14.8% | 0.2% | 2.0% | 7.2% | 0.0% | 9.3% | 1.6% |
| Pf growth 96h | ? | 52.8%[activator] | 28.4% | -0.1% | ? | 4.2% | -4.2% | ? |
| LmPK inh | -2.5% | nt | -0.5% | 1.7% | 8.6% | -2.9% | 4.7% | -5.2% |

Next section (2 carried over from the part before).
item	mol	HCV inh	TbPYK inhibitor	Pf growth 48h	Sm TGR block	Pf growth 96h	LmPK inh
23	CCCC(=Nc1ccccc1)C1=C(O)C(C(=O)OC)C(C)(C)CC1=O (stereo not given)	14.6%	-2.7%	6.7%	9.3%	-4.2%	4.7%
24	O=C(NC1CCS(=O)(=O)C1)c1cccc(S(=O)(=O)N2CCCCCC2)c1 (stereo not given)	8.3%	-4.2%	145.6%[activator]	1.6%	?	-5.2%
25	COc1ccc(NS(=O)(=O)c2cc(NC(=O)CC3CCCC3)ccc2N2CCOCC2)cc1	?	0.2%	?	5.8%	?	5.1%
26	Cc1c(O)nc(SCC(=O)Nc2nccs2)n(-c2ccccc2F)c1=O	27.0%	-7.7%	3.9%	-7.2%	?	-4.3%
27	CC(C)CCNC(=O)C12CN(Cc3ccccc3)CC1C(c1cccc([N+](=O)[O-])c1)=NO2 (stereo not given)	34.9%[activator]	5.5%	?	-14.7%	?	7.7%
28	COc1ccccc1C(=O)N/C(=C/c1ccc(Br)cc1)C(=O)N1CCCC1	-16.6%	-3.5%	?	1.0%	58.6%[activator]	1.3%
29	COc1ccc(CNC(=O)CN2C(=O)NC(Cc3ccccc3)(c3ccccc3)C2=O)cc1OC (stereo not given)	-2.1%	-9.1%	?	-7.7%	14.7µM*	nt
30	O=C(CN1C(=O)/C(=C/c2ccccc2)SC1=S)NNC(=O)c1ccccc1O	5.6%	1.1%	-7.4%	2.7%	2.2%	0.8%
31	O=C(Nc1cccc(Cl)c1N1CCOCC1)c1cccs1	-11.1%	-8.1%	32.3%[activator]	0.6%	?	3.6%
32	CCc1ccc(NC(=O)C(CC)c2ccccc2)cc1 (stereo not given)	-7.8%	-3.6%	?	-12.0%	6.2%	2.9%
33	Cc1cccc(C)c1NC(=O)CSc1nc(-c2ccco2)cc(C(F)(F)F)n1	?	-4.8%	?	-20.0%	-26.3%	2.4%
34	COC(=O)c1ccccc1NC(=O)C/C(C)=N/NC(=O)Cc1ccc(Cl)cc1	nt	nt	1.4%	-3.1%	-10.1%	-2.7%
35	COc1ccccc1N1CCN(C(=O)C2CCN(S(=O)(=O)c3ccc4c(c3)CC(C)N4C(=O)C3CC3)CC2)CC1 (stereo not given)	?	0.0%	?	-8.6%	-0.2%	10.3%
36	C=CCn1c(=S)[nH]c2sc3c(c2c1=O)CCC3	-9.2%	?	-11.7%	-16.7%	?	-28.4%
37	CC(=O)Nc1ccc(NC(=O)CSc2nnc(CC(C)O)n2-c2ccccc2)cc1 (stereo not given)	10.3%	1.4%	11.0%	3.8%	?	-9.3%
38	O=C(CSc1nc(-c2ccccc2)cc(C(F)(F)F)n1)c1cccc([N+](=O)[O-])c1	?	-10.4%	-20.9%	-11.9%	?	7.1%
39	COc1ccc(Br)cc1C(=O)Nc1nnn(C)n1	?	0.4%	9.0%	3.1%	7.4%	0.1%
40	CCn1c(NCCc2ccc(OC)c(OC)c2)nc2c1c(=O)n(C)c(=O)n2C	11.2µM*	-8.7%	-2.3%	3.1%	nt	4.0%
41	CCOC(=O)c1ccc(NCc2nc3ccccc3n2C)cc1	6.9%	-11.8%	29.4%	-0.6%	18.3%	?
42	CCOC(=O)c1cc(C#N)c(SCc2ccc(C#N)cc2)nc1C	?	-8.0%	-4.2%	-5.1%	17.5%	3.1%
43	CCCCCSc1nnc(N)s1	-4.6%	3.6%	?	-6.9%	70.2%[activator]	-3.8%
44	CCOc1ccc(C(=O)NCc2ccco2)cc1OCC	0.1%	4.8%	0.0%	12.3%	181.4%[activator]	2.3%
45	CCCCn1c(N)c(N(CCOC)C(=O)c2sc3ccccc3c2Cl)c(=O)[nH]c1=O	-6.2%	-3.2%	4.9%	-2.7%	?	nt
46	CCN1CCN(CCOCCOc2ccccc2)CC1	13.4%	10.6%	6.6%	4.3%	0.0%	-1.5%
47	COc1ccc(-n2cnc3scc(-c4ccccc4)c3c2=O)cc1	?	-0.1%	30.7%[5.75 µM]	18.3%	47.1%[activator]	0.7%
48	CCc1noc(C)c1C(=O)Nc1nc(-c2ccc(OC)cc2)cs1	?	10.5%	15.9%	-1.9%	?	nt
49	CSc1ccc(/C=C(/NC(=O)c2ccco2)C(=O)N2CCCCCC2)cc1	5.2%	-0.7%	-15.3%	-18.1%	54.7%[activator]	-4.6%

(cont.)
item	mol	HCV inh	TbPYK inhibitor	Pf growth 48h	Sm TGR block	Pf growth 96h	LmPK inh
50	Cc1c(C(=O)NCC2CCCO2)oc2ccc3c(c12)C(=O)CC(C)(C)O3 (stereo not given)	-6.0%	5.4%	0.3%	3.5%	-19.6%	-4.7%
51	Cc1cc([N+](=O)[O-])nn1CCCC(=O)Nc1c(C)n(C)n(-c2ccccc2)c1=O	5.1%	-1.3%	24.4%	4.1%	10.0%	-11.9%
52	CN1CCN(c2ccc(NC(=O)C(C)(C)C)cc2)CC1	17.8%	-4.6%	36.6%[activator]	0.0%	nt	5.5%
53	Cc1cc(C)nc(NS(=O)(=O)c2ccc(NC(=O)c3snnc3C)cc2)n1	?	-18.8%	27.0%	-2.0%	-4.5%	-7.4%
54	Cc1cccc(OCCCn2ccnc2)c1	3.8%	3.2%	9.28µM*	2.2%	0.0%	-12.6%
55	CCc1ccc(NC(=O)C(NS(=O)(=O)c2cccc3nsnc23)c2ccccc2)cc1 (stereo not given)	-17.6%	3.1%&-4.7%	-25.1%	4.2%&11.0%	-6.0%	2.5%
56	COc1ccc(N(C)S(=O)(=O)c2cccc(C(=O)NC3CCCCCC3)c2)cc1	?	-1.8%	?	-5.5%	?	1.3%
